NPSR antag: blocks cAMP signaling of the human neuropeptide S receptor; Potency, µM (highest dose often 38.3 µM), for inactives: at the highest dose activity change, negative = inhibition, usual class: inhibitors; CHO-NPSR cells, cAMP TR-FRET, antagonist mode; actives 1% (n = 220,000); also: potency is read from the fitted curve at half-maximal effect; % is scaled to controls: 0 for no effect and ±100 for the full control effect; nearly all actives have a fitted effect of over 50% in size; many of its hits are not listed in these tables
Target sequence (Q6W5P4 whole entry, looked up): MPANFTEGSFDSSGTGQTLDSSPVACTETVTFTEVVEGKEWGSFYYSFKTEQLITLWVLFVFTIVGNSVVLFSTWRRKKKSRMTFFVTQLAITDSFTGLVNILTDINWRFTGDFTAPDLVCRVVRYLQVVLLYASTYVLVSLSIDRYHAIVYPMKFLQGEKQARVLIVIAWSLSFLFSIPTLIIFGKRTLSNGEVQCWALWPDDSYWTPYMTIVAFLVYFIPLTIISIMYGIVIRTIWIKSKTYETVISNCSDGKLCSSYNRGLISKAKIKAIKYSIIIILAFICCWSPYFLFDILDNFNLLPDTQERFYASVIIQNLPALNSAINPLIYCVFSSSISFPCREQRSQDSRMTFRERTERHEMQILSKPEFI
LMNA splice mod: LMNA splicing modulation; AID 1487; HeLa LMNA splicing GFP/RFP minigene ratio, 48 h; actives 0.01% (n = 200,000); Potency, µM (titrated, usually from 46.1 µM), for the others: top-dose ratio change, negative = inhibition, usual class: inhibitors; active = well fitted inhibition curve with a large enough effect in the signal ratio, with a control signal flat, not every such curve was filed as active; inconclusive = small, poorly fitted or top-dose-only effect, or effect the other way, or a change in a side signal; the % refers to the signal ratio; also: potency is read from the fitted curve at half-maximal effect; % is scaled to controls: 0 for no effect and ±100 for the full control effect
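S3 HeLa stable clones carrying a lamin A-EGFP splicing minigene plus DsRed2 were seeded at 600 cells/well in Opti-MEM with 2% FBS, pin-dosed and incubated 48 h at 37°C. Acumen cytometry (488 nm) gave the GFP/RFP total-intensity ratio.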
IMPase Li inh: IMPase inhibition in cells with lithium potentiation | CHO-M1 cells, IP1 TR-FRET (IP-One), carbachol + lithium | Potency, µM (top dose mostly 59.4 µM), for inactives: top-dose activity, negative = IMPase inhibition, hits mostly inhibitors | actives 0.35% (n = 210,000) | AID 1457;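 also: IP1 builds up when IMPase is blocked and the TR-FRET signal falls; potency is read from the fitted curve at half-maximal effect; plate controls were basal vehicle for no effect and high inhibitor control for full effect; nearly all actives have a fitted effect of over 50% in size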
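Concentration–response in CHO-M1 cells, lithium-potentiated; 30 min at 37C. IP1 detected by competitive TR-FRET after 10 min lysis at RT. Hill-fitted AC50.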
Luc counter: counter-screen: inhibitors of Kinase-Glo firefly luciferase; Q27757; actives 0.28% (n = 200,000); Potency, µM (series often up to 38.3 µM), for the others: top-dose activity change, negative = inhibition, hits mostly inhibitors; Kinase-Glo luciferase, ATP luminescence, 8 min; also: potency is read from the fitted curve at half-maximal effect; % is scaled to controls: 0 for no effect and ±100 for the full control effect; nearly all actives have a fitted effect of over 60% in size
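Recombinant Kinase-Glo luciferase, 10 uM ATP (linear range), luciferin; imidazole pH 7.2 / KCl / MgCl2 / Tween / BSA buffer; 8 min RT; luminescence.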
Epigenetic derep: regulators of epigenetic silencing causing reporter derepression in mouse cells; Potency, µM (series often up to 53.9 µM), inactives show at the highest dose GFP activation, most hits filed as activators; murine LDR cells, GFP reporter derepression, 30 h; actives 0.2% (n = 280,000); also: potency is read from the fitted curve at half-maximal effect; % of control where 0% means no effect; nearly all actives have a fitted effect of over 60% in size
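Murine LDR cells bearing a silenced CMV-driven GFP reporter were exposed to compound for 30 h at 37 C. After PBS washes, GFP-positive cells (20-120 um objects) counted by laser-scanning microplate cytometry.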
CBFb RUNX1 block: CBF-beta/RUNX1 interaction disruption; Q01196+Q13951; AlphaScreen CBFb-His/RUNX1-biotin binding, biochemical; Potency, µM (titrated, usually from 59.8 µM), for inactives: at the top dose activity, negative = inhibition, actives largely listed as inhibitors; 230,000 tested, under 10 active; AID 1477; also: % of control where 0% means no effect
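Inhibition was taken as any reduction in AlphaScreen signal from the CBF-beta–RUNX1 pair (His and biotin tags, 30 nM each), measured after compound (15 min) and bead (90 min) incubations at room temperature.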
GLA spleen mod: inhibitors or activators of human alpha-galactosidase in spleen homogenate | actives 0.008% (n = 240,000) | human spleen homogenate, 4MU-alpha-Gal fluorescence, 40 min | Potency, µM (highest dose often 80 µM), inactives show at the top dose activity change, negative = inhibition, actives largely listed as inhibitors;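 also: potency is read from the fitted curve at half-maximal effect; 0% = enzyme with vehicle and -100% = no enzyme basal signal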
Target sequence (P06280 32-429 limits assumed): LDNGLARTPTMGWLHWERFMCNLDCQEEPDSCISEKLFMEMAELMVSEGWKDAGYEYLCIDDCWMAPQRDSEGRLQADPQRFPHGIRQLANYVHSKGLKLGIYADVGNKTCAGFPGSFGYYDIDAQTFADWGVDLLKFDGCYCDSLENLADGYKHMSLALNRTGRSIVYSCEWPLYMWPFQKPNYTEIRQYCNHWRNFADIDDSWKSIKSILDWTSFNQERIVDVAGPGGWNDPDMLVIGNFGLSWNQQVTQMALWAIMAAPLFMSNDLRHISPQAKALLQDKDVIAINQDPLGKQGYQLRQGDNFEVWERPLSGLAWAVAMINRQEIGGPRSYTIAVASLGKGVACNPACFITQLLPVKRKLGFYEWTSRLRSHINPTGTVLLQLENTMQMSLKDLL
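qHTS titration in buffer at pH 5.0. Alpha-galactosidase activity in spleen homogenate was measured via 4-methylumbelliferone release from 1 mM fluorogenic substrate after 40 min at 37C and a pH 10 stop. AC50 came from Hill fits of control-normalized data.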
An asterisk follows results filed as active; ? = inconclusive; . = not tested or not shown; & = joins results of further samples; [ ] = another dose, or the depositor's remark. Unless noted, calls follow the shape of the dose curve; as a rule, active = well fitted curve in the direction sought with a large enough effect; inconclusive = small, poorly fitted or top-dose-only effect, or another doubt; inactive = no such curve, though single readings can be large; an effect the other way counts as inactive or inconclusive. An excerpt, so the mix of outcomes need not match the whole.

SMILES	NPSR antag	LMNA splice mod	IMPase Li inh	Luc counter	Epigenetic derep	CBFb RUNX1 block	GLA spleen mod
O=C(NC1CCCC1)C(c1ccc(N2CCOCC2)cc1)N(Cc1ccccc1)C(=O)c1ccco1 (stereo not given)	-14%[46.1 µM]	?	4%[38.3 µM]	-1%	-5.8%	1%	1%
CCOC(=O)c1ccc(NC(=O)c2nc[nH]c2C(=O)NCCCCCNC(=O)OC(C)(C)C)cc1	?	.	.	.	-2.2%	9%	-1%
COC(=O)[C@H]1C2CCC(C(=O)OC)(CC2)[C@H]1C(=O)OC	-2%[46.1 µM]	-1%	-8%[38.3 µM]	-1%	0.0%	0%	-5%
COc1ccc2cc(C(=O)c3ccccc3)c(=O)oc2c1	-8%[46.1 µM]	?	-13%[38.3 µM]	-3%	0.9%	2%	1%
CCOC(=O)c1sc2nc(CC(C)C)c3c(c2c1N)CCC3	-12%	-8%	-7%	1%	-1.6%	1%	8%
Cc1nc(SCC#N)c2c(C)c(C)sc2n1	-11%[46.1 µM]	-6%	0%	-2%	0.0%	8%	-12%
C/C(=N\OC(=O)c1ccc(F)cc1)c1nccs1	-2%[46.1 µM]	0%	-5%[38.3 µM]	-26%	-1.7%	-2%	10%
Cc1sc2ncnc(SCC(=O)NNC(=O)c3ccco3)c2c1C	-21%	?	5%	-1%	-4.5%	-19%	3%
COC(=O)C(C(C)=O)C(=O)C(Cc1ccccc1)NC(=O)OCc1ccccc1 (stereo not given)	.	.	.	.	1.1%[10.1 µM]	1%[13.1 µM]	1%[17.5 µM]
Fc1ccc(Cn2cccc2C2=NC(c3ccccc3)CO2)cc1 (stereo not given)	-41%	?	8%	5%	0.5%	9%	4%
Cc1cc(O)c(C=O)c(O)c1C(=O)O	.	-19%	-9%	-1%	1.0%	.	16%
COc1ccc(N2C(=O)CCC(C(=O)N3CCC(C(N)=O)CC3)C2c2ccc(F)cc2)cc1 (stereo not given)	2%[46.1 µM]	0%	-17%[38.3 µM]	-2%	0.0%	4%	-7%
O=C(O)CSc1nc2ccccc2n1-c1ccccc1	11%	13%[46 µM]	6%	-3%	-4.9%	10%	5%
COc1cc(N)ccc1NC(=O)c1cccs1	-30%[46.1 µM]	0%	27%[38.3 µM]	-1%	-1.0%	?	-8%
CCNc1nc(SCCOc2ccc(C)cc2)nc(N(C)C)n1	-11%[46.1 µM]	?	18%[38.3 µM]	-4%	-1.0%	10%	1%
NS(=O)(=O)c1cccc(NC(=O)CCSc2ccc(Cl)cc2)c1	2%	?	0%	-2%	0.0%	3%	?
CSCCC(NS(=O)(=O)c1cccs1)C(=O)NCc1cccs1 (stereo not given)	-1%[46.1 µM]	17%	-17%[38.3 µM]	-2%	-2.4%	7%	-2%
Cc1ccccc1C1=NC(c2ccc(F)cc2F)ON1 (stereo not given)	-9%[46.1 µM]	-2%	24%[38.3 µM]	-7%	-1.1%	-3%	9%
Cn1cc2cc([N+](=O)[O-])ccc2n1	13%	.	12%	-1%	6.2%	-4%	0%
O=C(O)c1ccc(N/N=C/C=C/c2ccccc2)cc1	-18%	.	.	.	1.2%	2%	5%

Compounds above that have a furan ring, fused or not, in the order listed:
SMILES	NPSR antag	LMNA splice mod	IMPase Li inh	Luc counter	Epigenetic derep	CBFb RUNX1 block	GLA spleen mod
O=C(NC1CCCC1)C(c1ccc(N2CCOCC2)cc1)N(Cc1ccccc1)C(=O)c1ccco1 (stereo not given)	-14%[46.1 µM]	?	4%[38.3 µM]	-1%	-5.8%	1%	1%
Cc1sc2ncnc(SCC(=O)NNC(=O)c3ccco3)c2c1C	-21%	?	5%	-1%	-4.5%	-19%	3%

(continued)
SMILES	NPSR antag	LMNA splice mod	IMPase Li inh	Luc counter	Epigenetic derep	CBFb RUNX1 block	GLA spleen mod
CCOc1cc(Cl)c(S(=O)(=O)NCc2ccccn2)cc1Cl	-6%[46.1 µM]	-21%	20%[38.3 µM]	21%	-1.0%	2%	5%
Cc1cnc(C(=O)OCC(=O)Nc2oc(-c3ccccc3)c(-c3ccccc3)c2C#N)cn1	-13%[46.1 µM]	7%	-2%[38.3 µM]	1%	-0.2%	-7%	1%
Cc1cc(C(=O)CSc2nnnn2-c2ccc(O)cc2)c(C)n1Cc1ccc2c(c1)OCO2	?	?	37%[activator][38.3 µM]	-1%	-2.1%	-23%	-11%
CCOC(=O)c1ccc(S(=O)(=O)Nc2cc(C(=O)O)ccc2Cl)cc1	3%	?	-6%	2%	-3.2%	10%	2%
Cc1cccc(-c2noc(-c3ccc(Cl)cc3[N+](=O)[O-])n2)c1	-17%	?	19%	-4%	-0.9%	3%	6%
CC(C)CCSc1nnc(N)s1	4%	.	.	.	-3.1%	9%	-7%
COc1ccc(CNCC(O)(c2ccccc2)c2ccc(Cl)cc2)cc1 (stereo not given)	-24%[46.1 µM]	?	8%	3%	0.9%	13%	-13%
Cc1cc(C(=O)CSc2nnnn2-c2ccc(O)cc2)c(C)n1C	-8%	.	7%	1%	-0.2%	1%	-7%
COc1ccccc1Cc1nc(-c2cccnc2)no1	-24%	.	.	.	4.1%	3%	-1%
COc1ccc(-c2nc3scc(-c4ccc(OC)c(OC)c4)c3c(=O)o2)cc1	1%[46.1 µM]	1%	-3%[38.3 µM]	-1%	1.0%	7%	11%
CCN(CC)CCNC(=S)N1CCn2c(nc3ccccc32)C1	31%	-11%	6%	0%	-3.2%	3%	3%
CC1CN(c2cc(=O)n(Cc3ccc(F)cc3)c(=O)[nH]2)CC(C)O1 (stereo not given)	-5%[46.1 µM]	13%	9%[38.3 µM]	2%	-8.9%	0%	-12%
O=c1cc(CN2CCN(c3ccccc3O)CC2)nc2sccn12	-10%[46.1 µM]	-2%	0%[38.3 µM]	1%	1.0%	-9%	-9%
COCCn1c(C)cc(C(=O)CSc2ccc3ccccc3n2)c1C	-23%[46.1 µM]	?	31%[38.3 µM]	-2%	-1.0%	-13%	9%
COc1ccc(NS(=O)(=O)c2cccc(NC(=O)CCS(=O)(=O)c3ccccc3)c2)cc1	20%	?	1%	-1%	0.9%	9%	-17%
C=CC[C@@H]1C=C[C@H](Oc2ccc(C)cc2)[C@H](COC(=O)NCc2cccc3ccccc23)O1	.	.	.	.	1.1%[10.1 µM]	5%[13.1 µM]	9%[17.5 µM]
CN(c1ccccc1)S(=O)(=O)c1cccc(C(=O)Nc2nccs2)c1	-31%	?	22%	-2%	-4.5%	24%	-1%
N#C/C(Cn1c[n+](NC(=O)Nc2ccccc2)cn1)=N/O	?	2%	-13%[38.3 µM]	-1%	1.1%	-4%	-8%
Nc1nc(CC(=O)CSc2ccc(Cl)cc2)nc(Nc2ccc(F)cc2)n1	-32%	-11%	8%	2%	2.0%	5%	2%
COc1ccc(Nc2cc(C(=O)NCCCN3CCN(C)CC3)c3ccccc3n2)c(OC)c1	-29%[46.1 µM]	-8%	13%[38.3 µM]	-6%	-1.6%	-24%	-17%
C/C(=N\NC(=O)c1cc(C)nc2ccccc12)c1ccc([N+](=O)[O-])cc1	-12%	.	5%	0%	1.1%	-1%	-7%
O=C(O)CC1(CC(=O)Nc2cc(F)ccc2Cl)CCCCC1	15%	.	.	.	-0.3%	14%	-3%
C=CCN(CC(=O)NCc1ccc(OC)cc1)C(=O)c1csnn1	6%[46.1 µM]	15%	25%[38.3 µM]	-3%	-0.1%	1%	-6%
CC(C)OCCCn1c(=S)[nH]c2cc3c(cc2c1=O)OCO3	-22%[46.1 µM]	4%	1%[38.3 µM]	0%	0.0%	5%	2%
N#CCCn1c(=O)c(-c2cccc(C#N)c2)nc2cnc(Oc3ccccc3)nc21	.	.	4%	2%	.	.	2%
Cc1cc2c(cc1C)/C(=N/NC(=O)c1ccccn1)CCC2	40%	.	.	.	-1.7%	-10%	3%
CCn1ncc([N+](=O)[O-])c1C(=O)N1CCCC1	-8%[46.1 µM]	4%	15%[38.3 µM]	-3%	0.7%	5%	1%
Cc1sc(NC(=O)c2ccc(OCC(C)C)cc2)c(C(N)=O)c1-c1ccc(Cl)cc1Cl	-11%[46.1 µM]	5%	-19%[38.3 µM]	-2%	-3.2%	4%	-6%
COc1ccc(OC)c(C(c2nnnn2C(C)(C)C)N2CCc3ccccc3C2)c1 (stereo not given)	-14%[46.1 µM]	13%	16%[38.3 µM]	-2%	3.7%	-7%	3%
COC(=O)Cc1ccc(NC(=O)c2ccc(NC(=O)c3ccco3)cc2)cc1	-26%	.	-22%	1%	3.6%	-2%	3%
CCCC(=O)NC(=S)Nc1cccc2c(O)cccc12	-5%	-29%[46 µM]	3%	0%	0.0%	0%	2%
CNC(=O)CCn1nc(-c2ccc(Cl)cc2)c2ccccc2c1=O	6%[46.1 µM]	2%	13%[38.3 µM]	3%	0.0%	5%	-2%
N#Cc1c(-c2ccc(Cl)cc2)ccnc1N1CCOCC1	-7%	11%[46 µM]	-1%	9%	1.3%	22%	1%
O=C(NCc1ccccc1Cl)C(=O)c1c[nH]c2ccccc12	-27%	-4%[46 µM]	7%	-2%	4.9%	-1%	2%
CC(=O)Nc1ccc(OCC(O)CNC2CCCC2)cc1 (stereo not given)	-3%[46.1 µM]	?	20%[38.3 µM]	4%	-1.1%	2%	3%
CC(C)(CC(=O)O)CC(=O)Nc1cc(C(F)(F)F)cc(C(F)(F)F)c1	-2%[7.67 µM]	.	.	.	-0.3%	7%	-13%
Cc1nn(C)cc1C(C(=O)NC1CCCCC1)N(C(=O)Cc1cccs1)c1ccc(F)cc1 (stereo not given)	24%	-9%	4%	0%	-1.1%	-4%	-8%
COc1ccc2c(c1OC)C(=O)N(c1cccc(C(F)(F)F)c1)C2	-4%[46.1 µM]	-13%	26%[38.3 µM]	0%	0.0%	9%	-5%
COc1ccc(NC(=O)CSc2nnc(N)s2)c([N+](=O)[O-])c1	5%	-27%[46 µM]	11%	1%	1.1%	2%	2%
COCc1cc(C)nc2sc(C(=O)NN)c(-n3cccc3)c12	-1%	.	4%	2%	7.1%	-2%	-9%
COc1cc2[nH]c(=O)n(CCCCCC(=O)N3CC=C(c4ccccc4)CC3)c(=O)c2cc1OC	?	-1%	12%[38.3 µM]	2%	-2.9%	-1%	2%
CC[C@@H](C)CN1C(=O)N[C@@H](CCc2ccccc2)C(C(C)=O)=C1C	2%	9%&6%[9.22 µM]	2%&-6%	-5%&-3%[7.66 µM]	1.6%	6%[13.1 µM]	-9%[17.5 µM]
CCCCC(c1nnnn1C1CCCC1)N1CCN(C2CCCCC2)CC1 (stereo not given)	-5%[46.1 µM]	14%	14%[38.3 µM]	0%	0.0%	11%	4%

Assay outcomes deposited in PubChem by National Center for Advancing Translational Sciences (NCATS).
